MPTP block: blocks calcium-induced mitochondrial swelling; isolated mouse mitochondria, Ca2+ swelling absorbance, 30 min; inhibition, % at 10 µM; hit rate 1.4% among 360,000; AID 602449;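 active means inhibition of 50% or more, scaled per plate between neutral and stimulator controls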;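 further: 0% = DMSO wells given calcium and 100% = 1 mM EGTA wells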
ATG4B inh: inhibitors of human ATG4B cysteine protease | ATG4B cleavage of LC3-PLA2, NBD-HPC fluorescence, 1 h | inhibition, % at 8.33 µM | hit rate 0.51% among 340,000 | Q9Y4P1; in the data active means inhibition above about 40%
Target sequence (Q9Y4P1 whole entry, looked up): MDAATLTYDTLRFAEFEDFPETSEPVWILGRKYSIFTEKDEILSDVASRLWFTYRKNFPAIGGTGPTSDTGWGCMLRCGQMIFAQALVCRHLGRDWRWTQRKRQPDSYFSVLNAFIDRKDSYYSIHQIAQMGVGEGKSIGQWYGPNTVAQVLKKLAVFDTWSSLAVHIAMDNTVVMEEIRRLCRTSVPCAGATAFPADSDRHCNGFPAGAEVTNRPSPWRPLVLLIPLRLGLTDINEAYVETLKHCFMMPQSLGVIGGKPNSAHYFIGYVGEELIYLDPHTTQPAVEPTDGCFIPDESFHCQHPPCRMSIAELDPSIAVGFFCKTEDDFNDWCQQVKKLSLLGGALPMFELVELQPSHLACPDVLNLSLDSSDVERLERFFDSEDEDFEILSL
SENP7 block: SENP7 protease inhibition. recombinant SENP7, Z-RLRGG-aminoluciferin luminescence, 40 min. inhibition, % at 5 µM. hit rate 1.5% among 330,000. AID 434973;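 active means inhibition above about 50% at the single test dose, limit read from the data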;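 further: plate controls were DMSO with enzyme for no effect and no enzyme buffer wells for full effect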
SENP8 block: SENP8 (human) protease inhibition; recombinant SENP8, Nedd8 substrate fluorescence; Q96LD8; hit rate 0.64% among 360,000; inhibition, % at 20 µM; in the data active means inhibition mostly above about 40%, no sharp cut-off; inactive means mostly below about 27%
Target sequence (Q96LD8 whole entry, looked up): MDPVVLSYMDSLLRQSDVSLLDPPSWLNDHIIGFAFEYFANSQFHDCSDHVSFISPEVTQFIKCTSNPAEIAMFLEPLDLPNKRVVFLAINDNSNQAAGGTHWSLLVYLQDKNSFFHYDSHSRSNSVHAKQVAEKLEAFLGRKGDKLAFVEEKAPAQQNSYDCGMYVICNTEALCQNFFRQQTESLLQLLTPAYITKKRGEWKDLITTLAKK
HKDC1 inh: blocks human hexokinase HKDC1 activity | hit rate 0.16% among 340,000 | recombinant HKDC1, G6PDH/diaphorase resazurin coupled fluorescence | inhibition, % at 20 µM | Q2TB90;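 active means inhibition above about 35% when tested at 20 µM, limit read from the data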;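 further: plate controls were DMSO wells with enzyme for no effect and DMSO wells lacking enzyme for full effect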
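Test system: HK5 enzyme. Quantity: 5 µg/mL HK5 final. Reagent: glucose and ATP substrates. Schedule: 90 min reaction incubation at room temperature, dark. Technique: resazurin-to-resorufin fluorescence via G6PDH and diaphorase coupling, 525/613 nm. Control set: DMSO wells with and without enzyme mix.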
NR3A LBD binder: modulates the human NR3A ligand-binding domain; NR3A LBD differential scanning fluorimetry, Tm shift; 0% = protein alone, 100% = glycine-bound protein; Tm shift relative to glycine control, % at 25 µM; hit rate 2.5% among 340,000;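 active means melting temperature shift of at least 10% of the positive control shift, at one fixed dose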
SENP6 inh: blocks the human protease SENP6 | Q9GZR1 | Recombinant SENP6 catalytic domain, aminoluciferin luminescence | inhibition, % at 10 µM | hit rate 1.8% among 330,000;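 active means inhibition above about 50% at the single tested dose, limit read from the data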;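 further: plate controls were DMSO wells with enzyme for no effect and DMSO wells lacking enzyme for full effect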
PfGluPho inh: PfG6PD (Plasmodium falciparum) enzyme inhibition; hit rate 0.78% among 350,000; AID 504690; inhibition, % at 20 µM; PfGluPho enzyme, NADPH resazurin-diaphorase fluorescence;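 active means inhibition reaching at least a set limit at 20 µM in the primary screen, cut at about 59% in these data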;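 further: 0% = DMSO wells with substrate and 100% = DMSO wells lacking glucose-6-phosphate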
An asterisk follows results filed as active; · = not tested or not shown.

1	CCOc1ccc2nc(N3CCCC(C(=O)NC4CCCC4)C3)sc2c1 (stereo unspecified)
2	CCN(CC)CC(O)Cn1c(-c2ccccc2Cl)nc2ccccc21 (stereo unspecified)
3	O=C(c1ccc(NC2=NC3CS(=O)(=O)CC3S2)cc1)N1CCc2ccccc2C1 (stereo unspecified)
4	N#CC1(Cc2ccccc2)c2ccccc2C=CN1C(=O)c1ccccc1 (stereo unspecified)
5	OC1CCCN(Cc2cccc3ccccc23)C1 (stereo unspecified)
6	Cc1cc(C)nc(N/N=C/c2c(CO)cnc(C)c2O)n1
7	Cc1nc([N+](=O)[O-])c(Br)n1Cc1ccc(Cl)c(Cl)c1
8	CC(=O)Nc1ccc(N(C(=O)CNC(=O)c2ccco2)C(C(=O)NCc2ccco2)c2ccccc2)cc1 (stereo unspecified)
9	O=C(Nc1ccc(OC(F)(F)F)cc1)C1CC(=O)N(Cc2ccco2)C1 (stereo unspecified)
10	COc1ccccc1-c1ccc(SCc2ccc(C)cc2)nn1
compound no. | 1 | 2 | 3 | 4 | 5 | 6 | 7 | 8 | 9 | 10
MPTP block | -1.1 | 2.6 | -1.6 | -2.2 | -0.7 | -14 | -0.2 | 0.7 | -2.8 | -1.2
ATG4B inh | -5 | 3 | -5 | 8 | -1 | -11 | -4 | -9 | -1 | 1
SENP7 block | 7 | 4 | 1 | -3 | 3 | -2 | · | -10 | 12 | 49
SENP8 block | 4 | 16 | 20 | 12 | 18 | -36 | 22 | 20 | 12 | 11
HKDC1 inh | -1 | 1 | 0 | 1 | -3 | -4 | 35 | -8 | -2 | -1
NR3A LBD binder | -1 | -1 | -1 | 2 | 0 | 2 | 2 | -2 | 1 | 2
SENP6 inh | 7 | 7 | 10 | 0 | 0 | -8 | · | -3 | 6 | -19
PfGluPho inh | 7 | -4 | 2 | -1 | -16 | 48 | 6 | 6 | -4 | 12

11	CC(=O)Nc1ccc(S(=O)(=O)NCc2cn3c(C)csc3n2)cc1
12	CC(C)OCCCNC(=S)N1CCC(C(=O)c2ccc3c(c2)OCCO3)CC1
13	N#Cc1ccccc1NC(=O)CNc1cc(S(=O)(=O)N2CCOCC2)ccc1NCC1CCCO1 (stereo unspecified)
14	Cc1cc(C)nc(NS(=O)(=O)c2ccc(NC(=O)Cc3ccccc3F)cc2)n1
15	CC(=O)c1sc(NC(=O)c2cc(-c3ccccc3)nn2-c2ccccc2)nc1C
16	CCOc1cc2[nH]c(=S)n(Cc3ccc(C(=O)NCC(OC)OC)cc3)c(=O)c2cc1OCC
17	COc1ccc(S(=O)(=O)CCC(=O)N2CCN(c3ccc([N+](=O)[O-])cc3)CC2)cc1
18	CCn1c(COc2ccc3c(c2)OCO3)nnc1SCC(=O)c1ccccc1
19	Cc1csc(=NC(=O)c2ccccc2)n1CCO
20	Cn1nc(C(=O)OCC(=O)Nc2ccc(C(N)=O)cc2)c2ccccc2c1=O
compound no. | 11 | 12 | 13 | 14 | 15 | 16 | 17 | 18 | 19 | 20
MPTP block | -0.3 | -0.4 | 1.0 | -0.3 | 3.2 | 6.0 | 4.7 | 2.5 | 0.7 | -0.5
ATG4B inh | -5 | -7 | 1 | -5 | -1 | 0 | -5 | 21 | -9 | 2
SENP7 block | -10 | 4 | 14 | 8 | -9 | 1 | 0 | -2 | 11 | -7
SENP8 block | -2 | 15 | -31 | 1 | -30 | 12 | 17 | 30 | -146 | 2
HKDC1 inh | 2 | -5 | 4 | -3 | 16 | -4 | 6 | -4 | -2 | -3
NR3A LBD binder | 0 | 4 | 2 | 1 | -1 | 2 | 1 | -1 | -1 | 0
SENP6 inh | -10 | -3 | -16 | -3 | -12 | -4 | -2 | -15 | 33 | -7
PfGluPho inh | -2 | -4 | -3 | 2 | 2 | 8 | 4 | 0 | 4 | -6

Random excerpt: 2 records from the list
17	COc1ccc(S(=O)(=O)CCC(=O)N2CCN(c3ccc([N+](=O)[O-])cc3)CC2)cc1
14	Cc1cc(C)nc(NS(=O)(=O)c2ccc(NC(=O)Cc3ccccc3F)cc2)n1
compound no. | 17 | 14
MPTP block | 4.7 | -0.3
ATG4B inh | -5 | -5
SENP7 block | 0 | 8
SENP8 block | 17 | 1
HKDC1 inh | 6 | -3
NR3A LBD binder | 1 | 1
SENP6 inh | -2 | -3
PfGluPho inh | 4 | 2

From compound 18 to 20, as listed above:
18	CCn1c(COc2ccc3c(c2)OCO3)nnc1SCC(=O)c1ccccc1
19	Cc1csc(=NC(=O)c2ccccc2)n1CCO
20	Cn1nc(C(=O)OCC(=O)Nc2ccc(C(N)=O)cc2)c2ccccc2c1=O
compound no. | 18 | 19 | 20
MPTP block | 2.5 | 0.7 | -0.5
ATG4B inh | 21 | -9 | 2
SENP7 block | -2 | 11 | -7
SENP8 block | 30 | -146 | 2
HKDC1 inh | -4 | -2 | -3
NR3A LBD binder | -1 | -1 | 0
SENP6 inh | -15 | 33 | -7
PfGluPho inh | 0 | 4 | -6

(continued)
21	O=C(c1ccc(-c2ccccc2Cl)o1)N1CCCC(C(F)(F)F)C1 (stereo unspecified)
22	CCN(CC)C(=O)CSc1nnc(COc2ccc(OC)cc2)n1N
23	COC(=O)CCC(=O)Nc1ccc(C)cc1OC(=O)CCC(=O)OC
24	Cc1ccc(NC(=O)C(=O)c2cn(CC(=O)N3CCCCC3)c3ccccc23)cc1
25	O=C1CC(NC(=O)C(F)(F)F)c2cc3c(cc21)OCO3 (stereo unspecified)
26	Nc1ccc(/C=C/c2ccc3ncccc3c2)cc1
27	CCOC(=O)c1cn(Cc2c(C)c(C)c(C)c(C)c2C)nn1
28	CCN(CC)c1ccc(NC(=O)CCNS(=O)(=O)c2ccc3c(c2)CCC(=O)N3)c(C)c1
29	CSc1nsc(SC)c1NC(=O)OCCc1ccccn1
30	O=C(O)c1cc(S(=O)(=O)NCCN2CCNC2=O)ccc1O
31	Cc1ccc(NC(=O)C2OCCc3ccccc32)cc1 (stereo unspecified)
compound no. | 21 | 22 | 23 | 24 | 25 | 26 | 27 | 28 | 29 | 30 | 31
MPTP block | -0.2 | -2.5 | -0.2 | -21 | -1.4 | 0.0 | 2.4 | -0.4 | -0.7 | -1.2 | 1.2
ATG4B inh | 17 | 8 | -9 | -8 | -14 | -8 | 61* | 9 | -1 | 4 | 0
SENP7 block | 2 | -2 | 14 | 3 | -7 | 74* | 5 | 5 | 0 | -11 | -1
SENP8 block | 7 | 17 | 15 | 9 | 9 | -273 | 21 | 12 | 25 | -4 | 8
HKDC1 inh | -1 | -5 | 5 | 9 | -4 | 0 | -9 | 4 | -1 | 0 | -1
NR3A LBD binder | -5 | -1 | -3 | 0 | -3 | -8 | 0 | 0 | 1 | 1 | 0
SENP6 inh | 17 | -27 | -20 | 0 | 6 | 60* | -16 | -11 | -4 | -14 | -1
PfGluPho inh | -4 | 3 | 0 | -7 | -2 | 25 | 0 | 45 | 31 | -23 | 7

Some of the entries so far, with each value named:
18) CCn1c(COc2ccc3c(c2)OCO3)nnc1SCC(=O)c1ccccc1
- MPTP block: 2.5
- ATG4B inh: 21
- SENP7 block: -2
- SENP8 block: 30
- HKDC1 inh: -4
- NR3A LBD binder: -1
- SENP6 inh: -15
- PfGluPho inh: 0

19) Cc1csc(=NC(=O)c2ccccc2)n1CCO
- MPTP block: 0.7
- ATG4B inh: -9
- SENP7 block: 11
- SENP8 block: -146
- HKDC1 inh: -2
- NR3A LBD binder: -1
- SENP6 inh: 33
- PfGluPho inh: 4

20) Cn1nc(C(=O)OCC(=O)Nc2ccc(C(N)=O)cc2)c2ccccc2c1=O
- MPTP block: -0.5
- ATG4B inh: 2
- SENP7 block: -7
- SENP8 block: 2
- HKDC1 inh: -3
- NR3A LBD binder: 0
- SENP6 inh: -7
- PfGluPho inh: -6

21) O=C(c1ccc(-c2ccccc2Cl)o1)N1CCCC(C(F)(F)F)C1 (stereo unspecified)
- MPTP block: -0.2
- ATG4B inh: 17
- SENP7 block: 2
- SENP8 block: 7
- HKDC1 inh: -1
- NR3A LBD binder: -5
- SENP6 inh: 17
- PfGluPho inh: -4
